Screens from PubChem.
TIM10 inh: inhibits growth of TIM10 yeast strain; S. cerevisiae TIM10 strain growth, BacTiter-Glo luminescence, 24 h; inhibition, % at 10 µM; actives 1.4% (n = 330,000); AID 463195;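 active means inhibition of 40% or more at the single tested concentration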;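 further: wild-type TIM10 isogenic control strain grown at permissive 25 °C; 0% = DMSO yeast wells and 100% = minimal medium wells without yeast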
MIN6 prolif: inducers of beta-cell replication in MIN6 cells | MIN6 cells proliferation, ATPlite luminescence, 48 h; cells starved in 0.2% serum; 100% = growth in 10% serum | proliferation, % at 10 µM | actives 0.29% (n = 330,000);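 active means compounds whose signal lies at least 3.5 SD above the mean of all wells on their plate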;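 further: 0% = DMSO-treated cells in low-serum medium and 100% = 10% serum control; some compounds called inactive have numbers as strong as hits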
APJ antag: antagonists of human APJ apelin receptor. P35414. CHO-K1 APJ beta-arrestin complementation, luminescence. inhibition, % at 20 µM. actives 0.32% (n = 330,000);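 active means inhibition above about 40% at 20 µM, limit read from the data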;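 further: cells challenged with 10 nM apelin-13 agonist together with compound; plate controls were apelin-13 plus DMSO wells for no effect and DMSO wells lacking apelin-13 for full effect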
Target sequence (P35414 whole entry, looked up): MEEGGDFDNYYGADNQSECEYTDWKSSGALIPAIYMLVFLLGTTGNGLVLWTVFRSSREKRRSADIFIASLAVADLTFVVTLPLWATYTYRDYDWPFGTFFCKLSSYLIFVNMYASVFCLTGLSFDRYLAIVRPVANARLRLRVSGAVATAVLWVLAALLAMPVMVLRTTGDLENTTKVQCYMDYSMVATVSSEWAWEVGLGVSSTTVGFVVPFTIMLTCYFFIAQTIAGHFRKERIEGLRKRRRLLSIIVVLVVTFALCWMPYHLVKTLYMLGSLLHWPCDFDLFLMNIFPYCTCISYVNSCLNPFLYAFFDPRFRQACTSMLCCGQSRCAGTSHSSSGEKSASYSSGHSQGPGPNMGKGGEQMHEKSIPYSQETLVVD
NR3A LBD binder: modulators (binders) of human NR3A ligand-binding domain; NR3A LBD differential scanning fluorimetry, Tm shift; 0% = protein alone, 100% = glycine-bound protein; actives 2.5% (n = 340,000); Tm shift relative to glycine control, % at 25 µM;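 active means melting temperature shift of at least 10% of the positive control shift, at one fixed dose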
APJ ag: activates the human apelin receptor APJ; P35414; CHO-K1 APJ PathHunter beta-arrestin, luminescence; 0% DMSO wells, 100% apelin; activation, % at 20 µM; actives 0.11% (n = 330,000); AID 2520;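 active means activation more than six SD over the plate average, tested at 20 µM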;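 further: 0% = DMSO alone and 100% = apelin-13 at 10 nM; some results filed as inactive read as strong as hits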
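Test system: CHO-K1 APJ beta-arrestin complementation cell line | Compound: Single test compound dose, 20 µM final, 1% DMSO | Incubation: Compound 90 min 25 °C, reagent 1 h | Measured by: beta-gal luminescence | Read-out basis: APJ–arrestin association signal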
MPTP inh: permeability transition pore inhibition. inhibition, % at 10 µM. actives 1.4% (n = 360,000). isolated mouse mitochondria, Ca2+ swelling absorbance, 30 min;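 active means inhibition of 50% or more, scaled per plate between neutral and stimulator controls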;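 further: 0% = DMSO wells given calcium and 100% = 1 mM EGTA wells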
tim10-1 inh: growth inhibitors of tim10-1 mutant yeast; inhibition, % at 20 µM; S. cerevisiae tim10-1 ts strain growth, BacTiter-Glo, 24 h; actives 2.2% (n = 330,000);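 active means inhibition of at least 40%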;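 further: mutant grown at 25 °C; 0% = DMSO wells with yeast and 100% = wells holding no yeast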
tim23-1 inh: growth inhibitors of tim23-1 mutant yeast; S. cerevisiae tim23-1 growth, BacTiter-Glo luminescence, 24 h; actives 1.3% (n = 330,000); inhibition, % at 20 µM;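 active means growth inhibition of the mutant yeast at or above 50%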;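 further: temperature-sensitive mutant grown at 25 °C; plate controls were DMSO-treated mutant yeast for no effect and medium wells lacking yeast for full effect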
NLRP3 yeast inh: NALP3 inhibition in yeast. AID 2825. Yeast reconstituted NLRP3/ASC/caspase-1, beta-gal luminescence, 24 h. inhibition, % at 10 µM. actives 0.39% (n = 330,000);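 active means inhibition of 50% or more; inactive means inhibition below 50%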;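 further: plate controls were induced DMSO wells for no effect and uninduced yeast grown without galactose for full effect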
Starred values were filed as active, the others as inactive; / = no result given.

nr	structure	TIM10 inh	MIN6 prolif	APJ antag	NR3A LBD binder	APJ ag	MPTP inh	tim10-1 inh	tim23-1 inh	NLRP3 yeast inh
1	O=[N+]([O-])c1ccc(Cl)cc1	4	-4	-2	0	-4	-2.0	-18	-7	7
2	CC1CCN(S(=O)(=O)c2ccc(NN=C(C#N)C#N)cc2)CC1	-6	-4	16	/	-5	/	20	17	-3
3	CCN1CCN(C(=O)COc2ccc(S(=O)(=O)N3CCOCC3)cc2Cl)CC1	-11	1	-4	-3	-3	-1.6	13	9	-5
4	Cc1ccc(C(=O)Nc2ccc(-n3ccnc3P(=O)(O)c3ccccc3)cc2)cc1	-2	-1	15	2	3	-0.3	8	14	9
5	O=c1[nH]c(=O)n(-c2ccc(F)cc2)c(O)c1C=Nc1ccccc1N1CCCC1	2	-2	-7	2	-2	23	5	11	16
6	COC(=O)C1=C(c2cccc(C#N)c2)C[C@@H]2CC[C@H]1N2C(=O)NCc1ccc(F)cc1	2	10	-2	-1	-3	0.8	9	19	9
7	CCOC(=O)c1c(-n2c(C)cc(/C=C3\C(=O)NC(=O)N(C)C3=O)c2C)sc2c1CCCC2	32	-4	8	0	14	15	32	39	11
8	O=c1[nH]c(=O)n(-c2ccc(Br)cc2)c(O)c1C=NCCN1CCCCC1	-13	-2	-10	2	-2	1.5	-25	-25	32
9	CN1c2ccccc2Oc2ccccc21	-13	0	2	2	3	4.2	-1	20	-11
10	CCOS(C)(=O)=O	-1	3	1	-1	-4	-0.5	-10	12	23
11	COc1cccc(-n2c(O)c(C=NCc3ccc4c(c3)OCO4)c(=O)[nH]c2=O)c1	-9	-2	4	-1	-5	-0.9	9	0	35
12	O=[N+]([O-])c1ccc(N2CCNCC2)cc1N1CCCCC1	9	-5	4	2	-3	1.7	-6	14	21
13	CCOc1ccc2c(c1)c(C(C)=O)c(C)n2Cc1ccco1	14	1	6	0	-2	0.8	35	7	6
14	Cc1ccc2c(c1)CNc1ccccc1O2	6	-3	1	0	-2	-1.5	6	9	28
15	Cc1ccccc1NC(=O)c1cc(-c2ccccc2)n(CCCN2CCOCC2)c1C	-1	-2	9	-3	0	3.7	25	17	9
16	COC(=O)C1=C(c2ccc(OC(F)(F)F)cc2)C[C@@H]2CC[C@H]1N2C(=O)NCc1cc(C)oc1C(F)(F)F	-9	-7	-5	-3	-3	1.3	17	17	5
17	N#CC(CCN1CCOCC1)(c1ccccc1)c1ccccc1	8	3	11	0	0	0.1	4	16	12
18	COc1c(C)cc(C(=O)C2CCCN(Cc3cccc(O)c3)C2)cc1C (configuration not stated)	7	-1	1	4	-2	2.1	13	11	15
19	N/C(=N\N=C/c1ccc(-c2ccc(O)c(C(=O)O)c2)o1)N[N+](=O)[O-]	-6	-2	-1	-5	2	-1.2	13	-3	10
20	COc1c(C)cc(C(=O)C2CCCN(Cc3ccccn3)C2)cc1C (configuration not stated)	-20	-4	4	0	-4	0.2	17	-14	3
21	FC(F)(F)c1ccc2c(c1)nnn2C1CCN(Cc2nnnn2Cc2ccccc2)CC1	13	-3	-7	-11	-2	0.3	13	28	12
22	CCOC(=O)c1c(C)[nH]c(C)c1C(=O)C(Cc1ccccc1)N(C)C (configuration not stated)	2	3	6	4	-1	-0.3	-5	-6	4
23	Cc1cc(OC(=O)N(C)C)nc2c1c(C)nn2C	6	-1	-7	1	-2	1.2	-18	-1	5
24	COP(=O)(OC)Oc1ccc(C(O)C(Cl)(Cl)Cl)cc1 (configuration not stated)	-4	0	-6	0	-1	1.6	4	-18	-9
25	CC[C@H](OC(C)=O)C(C[C@H](C)N(C)C)(c1ccccc1)c1ccccc1	10	-3	13	1	-5	-0.5	12	12	11
26	CCCCn1c(O)c(C(CC)=NCCCN(C)C)c(=O)[nH]c1=O	-3	0	-9	-6	-3	-1.9	10	14	1
27	CC(C)(C)[C@]1(O)C[C@@H]2OC(=O)C[C@@]23C(=O)O[C@@H]2OC(=O)[C@@H](O)C213 (some centres not stated)	4	-1	2	0	-2	1.0	8	14	-5
28	COc1cc(CN2CCNCC2)cc(OC)c1OC	-7	-1	12	-1	-1	0.8	2	11	18
29	CC(C(=O)c1c[nH]c2ccccc12)N1CCOCC1 (configuration not stated)	7	1	12	3	-2	0.6	5	7	9
30	COC(=O)C1=C(c2cccc(C#N)c2)C[C@@H]2CC[C@H]1N2C(=O)N1CCc2cc(OC)c(OC)cc2C1	-1	-1	3	-1	-3	0.1	12	0	0
31	Cc1occc1C(=O)N1CCC2(CC1)OCCO2	-13	-2	-33	1	-5	0.6	6	1	7
32	CNC(C)Cc1ccccc1 (configuration not stated)	-1	-4	12	-2	-3	0.4	5	5	-2
33	CC(=O)O[C@]1(C)C(=O)OC/C2=C/CN(C)CCC(OC(=O)[C@@](O)(C(C)O)C[C@H]1C)C2=O (some centres not stated)	-34	1	-30	-1	-3	-0.5	21	-6	10
34	COC(=O)C1C2c3ccccc3OC1(C)N=c1s/c(=C/c3cnn(C)c3C)c(=O)n12 (configuration not stated)	27	-1	-24	-1	-3	-7.7	-2	7	7
35	C[n+]1c(-c2ccccc2)c2cc(N)ccc2c2ccc(N)cc21	-15	-8	-12	-3	22	4.9	-13	-68	35
36	CC(C)(CN)CC(=O)O	-3	-3	7	1	-2	0.4	7	2	-11
37	O=C(COc1ccc(Cl)cc1)N1CCN(Cc2ccc([N+](=O)[O-])cc2)CC1	18	-1	-2	-1	-6	3.5	25	5	17
38	O=[N+]([O-])c1cc([As](=O)(O)O)ccc1O	-4	-1	2	-2	-4	0.8	-24	8	5
39	CC[C@H](C)/C=C(C)/C=C/C1=CC2=C(Cl)C(=O)[C@](C)(OC(C)=O)C(=O)C2=CO1	21	-1	0	0	-5	0.7	18	34	-6
40	CCCCn1c(O)c(C=NCCCn2ccnc2)c(=O)[nH]c1=O	-16	1	8	0	-5	-0.2	0	2	5
41	CCCCn1c(O)c(C(CC)=NCc2cccnc2)c(=O)[nH]c1=O	1	-1	-2	-1	-6	-1.9	4	4	9
42	O=C(c1cc(S(=O)(=O)N2CCCCC2)ccc1F)N1CCC2(CC1)OCCO2	15	2	17	-1	-6	-2.2	17	15	-2
43	CNC(C(=O)c1ccccc1)C(OC)c1ccccc1 (configuration not stated)	-12	-2	9	-1	-2	0.5	7	8	1
44	O=C(Cc1ccc(Cl)c(Cl)c1)NCC1(N2CCOCC2)CCCCC1	16	0	5	0	-2	0.1	5	28	16
45	CSc1ccc(C(=O)C2CCCN(CCCn3cccn3)C2)cc1 (configuration not stated)	-10	2	9	0	-4	-1.6	-19	-17	8
46	CCCCC(=O)N/N=C/c1c(O)n(CC)c(=S)[nH]c1=O	8	-1	3	-5	3	-1.7	4	4	-12
47	CCOC(=O)c1c(/N=C/c2c(O)n(-c3ccccc3F)c(=S)[nH]c2=O)sc2c1CCCC2	2	-4	19	-6	-6	0.7	10	4	15
48	CN1C(=O)C(=Cc2ccc(N3CCCCCC3)o2)C(=O)N(C)C1=S	18	-2	47*	-7	-6	1.0	39	40	37
49	Cc1ccc2c(c1)[C@@H]1CN(C)CC[C@@H]1N2C(=O)Nc1cccc(C(F)(F)F)c1	10	-6	-3	-4	-2	5.8	21	9	3
50	COc1cccc(CNCCc2ccccc2)c1OC	3	0	-7	-2	-1	-1.8	6	13	-1
51	CCNCCNc1ccc([N+](=O)[O-])c2cccnc12	-17	-1	-17	1	1	-0.4	-8	1	6
52	CC(=O)N1CN2CN(C1)CN(C(C)=O)C2	-6	0	-6	-1	-2	-1.9	-7	9	3
53	Cc1ccc(S(=O)(=O)N(C)C)cc1NC(=O)C(C)[N+]12CCN(CC1)CC2 (configuration not stated)	11	0	-8	-2	-3	-1.7	12	10	2
54	COC(=O)C1=C(c2ccccc2OCc2ccccc2)C[C@@H]2CC[C@H]1N2C(=O)NCc1ccc(OC)c(OC)c1	13	2	5	-3	-1	-0.9	25	28	12
55	CN(Cc1ccccc1)C(=C(Cl)Cl)/C(=C1/NCCN1Cc1ccc(Cl)nc1)[N+](=O)[O-]	11	0	13	3	-1	-0.4	23	14	13
56	CN(C)C(=O)Oc1ccc(OCc2cccc[n+]2C)cc1	3	0	-30	10	4	10	26	10	12
57	CCOc1ccc(N2C(=O)/C(=C/c3ccc(C)o3)C(=O)NC2=S)cc1	15	-3	8	-3	-1	-0.6	39	20	-4
58	C#C[C@]1(O)CC[C@H]2[C@@H]3CCC4=Cc5nc6nc7ccccc7n6cc5C[C@]4(C)[C@H]3CC[C@@]21C	3	-8	4	-1	10	-0.7	19	30	20
59	COc1ccc(N2C(=O)/C(=C/c3ccc(C)o3)C(=O)NC2=S)cc1	-4	-4	6	1	-2	0.8	12	16	-1
60	COC(=O)C1=C(c2ccc(OC(F)(F)F)cc2)C[C@@H]2CC[C@H]1N2C(=O)NCC1CC1	-2	2	5	1	-1	2.5	9	23	-7

Whole records as entered above:
CNC(C(=O)c1ccccc1)C(OC)c1ccccc1 (configuration not stated) across the screens: TIM10 inh: -12; MIN6 prolif: -2; APJ antag: 9; NR3A LBD binder: -1; APJ ag: -2; MPTP inh: 0.5; tim10-1 inh: 7; tim23-1 inh: 8; NLRP3 yeast inh: 1
CCOC(=O)c1c(/N=C/c2c(O)n(-c3ccccc3F)c(=S)[nH]c2=O)sc2c1CCCC2 across the screens: TIM10 inh: 2; MIN6 prolif: -4; APJ antag: 19; NR3A LBD binder: -6; APJ ag: -6; MPTP inh: 0.7; tim10-1 inh: 10; tim23-1 inh: 4; NLRP3 yeast inh: 15

Retrieved one by one from the entries so far:
nr	structure	TIM10 inh	MIN6 prolif	APJ antag	NR3A LBD binder	APJ ag	MPTP inh	tim10-1 inh	tim23-1 inh	NLRP3 yeast inh
22	CCOC(=O)c1c(C)[nH]c(C)c1C(=O)C(Cc1ccccc1)N(C)C (configuration not stated)	2	3	6	4	-1	-0.3	-5	-6	4
44	O=C(Cc1ccc(Cl)c(Cl)c1)NCC1(N2CCOCC2)CCCCC1	16	0	5	0	-2	0.1	5	28	16
52	CC(=O)N1CN2CN(C1)CN(C(C)=O)C2	-6	0	-6	-1	-2	-1.9	-7	9	3
41	CCCCn1c(O)c(C(CC)=NCc2cccnc2)c(=O)[nH]c1=O	1	-1	-2	-1	-6	-1.9	4	4	9
33	CC(=O)O[C@]1(C)C(=O)OC/C2=C/CN(C)CCC(OC(=O)[C@@](O)(C(C)O)C[C@H]1C)C2=O (some centres not stated)	-34	1	-30	-1	-3	-0.5	21	-6	10
1	O=[N+]([O-])c1ccc(Cl)cc1	4	-4	-2	0	-4	-2.0	-18	-7	7

Other results follow:
nr	structure	TIM10 inh	MIN6 prolif	APJ antag	NR3A LBD binder	APJ ag	MPTP inh	tim10-1 inh	tim23-1 inh	NLRP3 yeast inh
61	O=P(N1CCCCC1)(N1CCCCC1)C(Cl)(Cl)Cl	34	-1	-4	1	-1	0.3	35	41	12
62	Cc1cc(N2C(=O)C3CCCN3C2c2ccccc2)no1 (configuration not stated)	-2	0	-19	-2	-1	1.1	2	6	17
63	CC1=C2C3OC(=O)C(C)C3CC[C@@]2(C)C=CC1=O (some centres not stated)	-7	-1	17	3	-4	-2.8	-1	4	2
64	O=c1[nH]c(=O)n(-c2ccccc2F)c(O)c1/C=C1\C=Nc2ccccc21	-26	-4	22	-4	2	3.0	7	-6	8
65	CCCC1=C(C(=O)OCC)C2(C(=O)Nc3ccc(C)cc32)C(C#N)=C(N)O1 (configuration not stated)	-9	2	-12	0	4	3.2	17	7	-3
66	O=C(CSc1ccccc1)N1CCC2(CC1)OCCO2	-4	0	2	1	-3	-2.3	3	6	21
67	CCOC(=O)c1c(N)n(CCN2CCCCC2)c2nc3ccccc3nc12	4	2	6	-2	0	-0.4	2	-2	8

A portion of the library (hit frequency here may not be typical).
